Compound activity (PubChem)
Insulin prom up: MIN6 insulin promoter up-regulation. AID 1625. z-score at 5 µM. hit rate 0.3% among 190,000. MIN6 insulin promoter-GFP reporter, high-content imaging; stronger effect = higher value;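 active = z-score above 3 at 5 µM with at least 500 cells counted in the well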
Myeloid diff MLP: myeloid differentiation induction; ER-HoxA9 myeloid progenitors, lysozyme-GFP differentiation, flow cytometry; calls only at 10 µM; hit rate 1% among 360,000;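 active = normalized GFP-positive differentiation at or above the plate's own cutoff, the solvent-only control mean plus 3 SD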;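 also: cells exposed to compound for four days before flow analysis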
T cell modulator: modulates CD8 T cell binding to vesicles; 2C CD8+ T cell-vesicle binding, flow cytometry; stronger effect = lower value; calls only at 7 µM; hit rate 0.068% among 330,000;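 active = response, share of CD8 T cells binding vesicles, and their 90th percentile fluorescence all below set limits, cut at about 80% in these data, passing the limit was not always enough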
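Assay system: 2C TCR transgenic mouse naive CD8+ T cells, MACS-purified | Read-out: CD8+ gate FL2 mean fluorescence as % of same-row positive control | Signal: High-throughput flow cytometry with anti-B7-1 and anti-CD8 staining | Timing: Binding step 1.5 h, 37 °C, antibody labelling 20 min, ice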
MT stabilize HCS: microtubule stabilizers in HeLa cells | HeLa tubulin immunostaining HCS, 24 h; share of cells brighter than vehicle mean+2SD | % tubulin-high responders, % at 10 µM | hit rate 0.83% among 200,000 | AID 2205;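 active = plate Z-score above 3 for both tubulin-high and condensed-nucleus cell shares, with cell loss under 80%, at 10 µM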;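 also: anti alpha tubulin signal scored within the nucleus-defined area of each cell; some results filed as inactive read as strong as hits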
Autophagy HCS: modulators of autophagy; hit rate 0.98% among 190,000; calls only at 10 µM (by protocol); AID 463193; MEF GFP-LC3 puncta imaging; test concentration mostly 10 µM;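 active = percentage of spot-positive cells more than 3 SD above its plate mean, without a fluorescence outlier flag or 80% toxicity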;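 also: spot-positive cell cutoff set from DMSO-treated cells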
WT yeast gro inh: growth inhibition of WT yeast, mitochondrial fusion screen; mitochondrial fusion phenotypic screen, WT strain; inhibition, % at 10 µM; hit rate 2.1% among 190,000; AID 1362; in the data active = inhibition above about 58%; tested in S. cerevisiae
Lipid droplet: modulators of hepatic lipid droplet formation | AML12 mouse hepatocytes, oleate lipid droplets, BODIPY imaging | inhibition, % at 6.5 µM | hit rate 0.4% among 240,000;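 active = lipid droplet intensity inhibited by at least 50%, with more than 500 cells counted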
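Assay system: AML12 mouse liver cells | Compound: 6.5 µM single-point dosing | Schedule: Overnight exposure | Technique: Fluorescence imaging, 20x objective, two fields per well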
West Nile virus CPE: inhibition of WNV-induced cytopathic effect – cell-based, CPE readout (AID 1621); CPE inhibition, % at 10 µM; hits with a dose series show IC50 in µM; West Nile virus-infected cells, CPE inhibition; higher % means a stronger effect; hit rate 0.02% among 290,000; in the data active = a potency from the dose series; also: strong numbers were not always called active
b-catenin transl: alters nuclear translocation of beta-catenin in HeLa cells; nuclear translocation activity, % at 5 µM; immunofluorescence imaging; AID 1665; hit rate 0.3% among 190,000;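 active = nuclear translocation activity above 50% at 5 µM, with a well cell count of 50 or more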;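 also: per-cell ratio of nuclear to cytoplasmic median beta-catenin stain intensity; plate controls were DMSO negative control for no effect and GSK-3 inhibitor IX positive control for full effect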
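System: Human HeLa cells, endogenous beta-catenin | Compound dosing: 5 µM primary, 0.02–20 µM confirmation | Timing: 24 h compound exposure at 37°C, 5% CO2 | Measured by: Fluorescence imaging of beta-catenin antibody stain plus DAPI | Read-out basis: % activation of per-cell nuclear versus cytoplasmic median beta-catenin signal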
WT yeast gro inh mutant strain: further read-out of WT yeast gro inh, marked with its call; inhibition, %; mitochondrial fusion phenotypic screen, mutant strain inhibition
Insulin prom up cell count: recorded beside Insulin prom up, whose call it bears; cell count; measured here: cytotoxicity, nuclei count;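 total cells summed across four imaged fields per well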
Lipid droplet cells 6.5 µM: also measured in Lipid droplet; calls as there; cell count; measured here: cell count, cytotoxicity flag;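 cells counted across two imaged fields per well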
b-catenin transl cell count 5 µM: also measured in b-catenin transl; calls as there; cell count; measured here: cell count, cytotoxicity flag
T cell modulator vesicle-bound %: further read-out of T cell modulator, marked with its call; double positive events, %; measured here: CD8+ vesicle-bound cell fraction;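 binding gate set so that unloaded-vesicle control wells show 10% double positive cells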
MT stabilize HCS Hoechst-high %: further read-out of MT stabilize HCS, marked with its call; % Hoechst-high responders; measured here: nuclear condensation Hoechst responders;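 share of cells brighter than vehicle mean plus two SD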
MT stabilize HCS cytotoxicity %: second read-out of MT stabilize HCS, no call of its own (marks repeat the call); toxicity, %; measured here: cytotoxicity by cell density;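 0% = mean cell density of plate MIN control wells and 100% = no cells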
Autophagy HCS cell loss 18 h: second read-out of Autophagy HCS, no call of its own (marks repeat the call); toxicity, %; measured here: cell loss, nuclei count;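 cell loss after 18 h compound exposure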
Myeloid diff MLP GFP+ MAC1+ %: also measured in Myeloid diff MLP; calls as there; GFP+ MAC1+ double positive, %; measured here: differentiation confirmed by MAC1 staining
Active calls of the source: *; i = inactive; · = no result given.

SMILES	Insulin prom up	Insulin prom up cell count	Myeloid diff MLP	Myeloid diff MLP GFP+ MAC1+ %	T cell modulator	T cell modulator vesicle-bound %	MT stabilize HCS	MT stabilize HCS Hoechst-high %	MT stabilize HCS cytotoxicity %	Autophagy HCS	Autophagy HCS cell loss 18 h	WT yeast gro inh	WT yeast gro inh mutant strain	Lipid droplet	Lipid droplet cells 6.5 µM	West Nile virus CPE	b-catenin transl	b-catenin transl cell count 5 µM
Cc1ccc2[nH]c(=O)c(CN(Cc3ccco3)C(=O)c3cccs3)cc2c1	·	·	·	·	·	·	3.8	1.3	4.8	i	10.5	-13.0	-11.2	12.7	736	-0.3%	·	·
COc1cccc(C(=O)/C=C2\Sc3ccccc3N2C)c1	-2.12	1487	i	0.3	i	33.2	4.0	3.2	8.1	i	5.2	20.5	20.7	12.4	639	-1.3%	-3.0	1169
Nc1ncnc(Nc2ccccc2Cl)n1	-0.08	1348	i	0.6	i	47.0	·	·	·	·	·	·	·	-2.8	725	0.7%	-5.7	1168
Cc1c(C(=O)O)oc2ccc(S(=O)(=O)N3CCCC3)cc12	·	·	i	3.5	i	28.9	·	·	·	·	·	·	·	-7.3	759	1.0%	·	·
CN1CC2([N+](=O)[O-])CC=C(OCCO)C([N+](=O)[O-])(C1)C2 (stereo unspecified)	-0.17	1265	i	0.6	i	49.4	4.3	2.9	3.1	i	3.6	-15.3	-3.8	2.8	680	0.4%	·	·
Cc1noc(COc2ccccc2OCC(O)CNC(C)(C)C)n1 (stereo unspecified)	0.29	792	i	0.4	i	37.4	1.5	1.4	9.9	i	-2.1	-2.0	-4.9	5.9	766	-0.3%	0.0	951
COc1ccc(-c2ccc(CCC(=O)O)n2CC(=O)Nc2ccccc2C)cc1	·	·	i	1.1	i	27.4	·	·	·	·	·	·	·	8.3	409	-0.5%	·	·
CS(=O)(=O)c1cccc(S(=O)(=O)N2CCCCCC2)c1	·	·	i	0.6	i	70.7	·	·	·	·	·	·	·	-2.0	852	-0.4%	·	·
O=[N+]([O-])c1ccccc1Oc1ncccc1[N+](=O)[O-]	-0.07	1247	i	0.1	i	43.6	4.3	2.5	6.7	i	8.2	-18.7	-33.8	-9.0	684	-1.3%	-1.0	1037
Cc1ccc(CNC(=O)c2cc(Cl)cc(Cl)c2)n1C	·	·	i	0.2	i	24.1	·	·	·	·	·	·	·	-17.4	783	-0.5%	·	·
Cc1noc(C)c1COC(=O)CCCc1c[nH]c2ccccc12	2.47	1149	i	0.5	i	17.4	3.6	1.5	3.5	i	-18.8	21.8	21.4	-5.3	763	·	-1.5	1199
CCCn1nnc(NC(=O)COc2ccc(C3CCCCC3)cc2)n1	-0.16	1291	i	5.7	i	23.1	1.4	0.9	22.3	i	2.2	-1.3	3.2	4.7	769	0.8%	-3.3	1247
CC(C)Oc1ccc(/C=C(\NC(=O)/C=C/c2ccco2)C(=O)NCCc2nc3ccccc3[nH]2)cc1	0.18	1323	i	1.3	i	29.1	4.6	2.1	7.7	i	-0.2	-4.8	-9.4	-12.3	675	-0.1%	0.2	1075
Cc1nc(SCC(=O)NC(=O)NC2CCCCC2)nc(C)c1C	-0.11	1135	i	0.3	i	3.8	2.2	1.7	1.8	i	-2.7	10.6	17.2	-4.5	710	-1.3%	0.0	1134
O=C(COC(=O)CC1CC2CCC1C2)Nc1cccc(S(=O)(=O)NC2=NCCCCC2)c1 (stereo unspecified)	0.33	1093	i	0.7	i	28.8	3.7	1.3	6.3	i	12.2	16.2	17.6	-17.1	772	-0.4%	-2.2	1104
Cc1ccc(C)n1-c1ccc(-c2ccnc(N)n2)cc1	-0.31	1262	i	0.2	·	·	3.9	1.4	8.9	i	31.9	-14.0	7.8	-10.1	681	0.5%	3.2	1012
COc1ccc(C2(C(=O)NCCc3ccccc3)CCCC2)cc1OC	·	·	i	0.4	i	14.6	·	·	·	·	·	·	·	-16.9	783	-0.8%	·	·
CC(=O)N1CCc2cc(S(=O)(=O)NCCCN3CCCCC3)ccc21	·	·	i	0.7	i	14.1	·	·	·	·	·	·	·	-0.7	697	-0.1%	·	·
Cc1ccc(-n2c(C)nnc2SCC(=O)N2CCc3ccccc3C2)cc1	-0.12	1500	i	0.8	i	2.7	2.9	2.5	6.6	i	13.3	-14.9	-2.2	-22.1	533	-0.5%	1.6	1081
c1ccc(Nc2nc(-c3ccccn3)cs2)cc1	-0.78	1640	i	0.2	i	8.0	2.3	1.3	6.1	i	-6.2	46.2	42.2	4.3	697	-1.0%	-0.6	1087
Cc1cc(C(=O)CSc2nnc(-c3ccc(Cl)cc3)n2CC2CCCO2)c(C)n1C (stereo unspecified)	0.94	1692	i	0.7	i	30.9	3.4	1.7	0.4	i	-2.1	67.5*	-2.4*	·	·	·	-1.1	1439
N#Cc1c(NC(=O)CSc2nc3c(c(C(F)(F)F)n2)CCc2ccccc2-3)sc2c1CCCC2	-0.47	1836	i	0.3	i	25.7	2.0	1.7	3.8	i	0.5	0.8	-2.4	-0.6	579	0.1%	-4.7	1140
COc1ccc(NC(=O)COC(=O)c2ccc([N+](=O)[O-])o2)cc1Cl	0.14	1183	i	0.7	i	19.3	4.9	1.5	3.5	i	2.9	20.4	12.9	-2.5	698	-0.1%	-0.1	1095
Cc1c(Br)c(C(F)(F)F)nn1CC(=O)NCc1ccccc1	-0.9	1355	i	0.7	i	25.3	2.4	2.8	2.8	i	40.5	11.3	7.4	11.7	623	-1.0%	-4.3	569
O=C(CSC(=S)N1CCOCC1)c1cc(Br)cc(Br)c1O	·	·	i	0.4	i	51.7	·	·	·	·	·	·	·	11.5	788	0.1%	·	·
Cc1ccccc1-n1c(Cc2cccs2)n[nH]c1=S	-0.15	1429	i	7.3	i	7.0	3.7	1.3	7.0	i	-26.0	0.8	3.3	·	·	0.5%	-1.2	1401
Cc1cccc(NC(=O)c2cc(=O)c3ccccc3o2)c1	·	·	i	0.3	i	64.2	·	·	·	·	·	·	·	6.7	879	-0.1%	·	·
COCCNC(=O)C(c1ccccc1C)N(CCOC)C(=O)Cn1nnc2ccccc21 (stereo unspecified)	-0.49	1355	i	1.6	i	53.1	4.9	3.4	9.8	i	4.1	14.0	4.0	·	·	-0.4%	-5.6	917
O=S(=O)(Nc1ccon1)c1ccc(Br)cc1	·	·	i	2.0	i	17.7	·	·	·	·	·	·	·	7.4	689	0.5%	·	·
Cc1cccc(N2CCN(C(=O)C3CCCCC3)CC2)c1C	-0.84	997	i	1.8	i	27.7	2.2	1.7	8.8	i	-3.5	46.7	31.2	·	·	-0.6%	2.1	1081
CCOc1ccccc1CN1CCC(n2nccc2NC(=O)CCCc2ccccc2)CC1	·	·	i	6.5	i	56.9	·	·	·	·	·	·	·	4.7	708	-0.9%	·	·
O=C(Nc1nc2ccccc2s1)c1cc(-c2ccco2)nc2ccccc12	-0.09	1335	i	0.4	i	48.6	6.7	5.0	8.5	i	16.0	2.3	-4.6	-1.1	566	-0.5%	-2.3	1146
C/C(CC(=O)Nc1ccc(C)c(Cl)c1)=N\NC(=O)Cc1ccccc1	-0.07	1280	i	0.8	i	31.9	3.3	3.1	8.1	i	4.6	-10.4	-14.5	2.5	652	-1.0%	0.2	1148
Cc1cc(NC(=O)CCC(=O)N(CCC(C)C)C(C(=O)NC2CCCC2)c2ccccc2C)no1 (stereo unspecified)	·	·	i	3.8	i	47.4	·	·	·	·	·	·	·	-2.5	791	-0.4%	·	·
O=C(COc1ccc2c3c(c(=O)oc2c1)CCC3)NC1CCCCC1	1.27	1097	i	2.3	i	36.6	4.7	2.1	10.6	i	-6.6	13.1	17.9	·	·	-1.6%	-2.9	882

Arranged by value in WT yeast gro inh mutant strain (lowest first): three from the list above.
Molecule | Myeloid diff MLP GFP+ MAC1+ % | T cell modulator | T cell modulator vesicle-bound % | MT stabilize HCS Hoechst-high % | WT yeast gro inh mutant strain | West Nile virus CPE
C/C(CC(=O)Nc1ccc(C)c(Cl)c1)=N\NC(=O)Cc1ccccc1 | 0.8 | i | 31.9 | 3.1 | -14.5 | -1.0%
O=C(Nc1nc2ccccc2s1)c1cc(-c2ccco2)nc2ccccc12 | 0.4 | i | 48.6 | 5.0 | -4.6 | -0.5%
O=C(COc1ccc2c3c(c(=O)oc2c1)CCC3)NC1CCCCC1 | 2.3 | i | 36.6 | 2.1 | 17.9 | -1.6%
